Bioassay records as filed in PubChem BioAssay.
OX1R antag-1 – blocks the human orexin 1 receptor | CHO/OX1R cells, Fluo-8 calcium fluorescence, orexin A | inhibition, % at 5 µM | actives 0.43% (n = 330,000) | AID 434989;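 active = inhibition above its plate's threshold, mean inhibition of all tested compounds on the plate plus 3 SD, cut at about 37% in these data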;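 also: 0% = orexin A challenge wells and 100% = SB-334867-A antagonist wells; not every result past the cut was called active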
Target sequence (O43613 whole entry, looked up): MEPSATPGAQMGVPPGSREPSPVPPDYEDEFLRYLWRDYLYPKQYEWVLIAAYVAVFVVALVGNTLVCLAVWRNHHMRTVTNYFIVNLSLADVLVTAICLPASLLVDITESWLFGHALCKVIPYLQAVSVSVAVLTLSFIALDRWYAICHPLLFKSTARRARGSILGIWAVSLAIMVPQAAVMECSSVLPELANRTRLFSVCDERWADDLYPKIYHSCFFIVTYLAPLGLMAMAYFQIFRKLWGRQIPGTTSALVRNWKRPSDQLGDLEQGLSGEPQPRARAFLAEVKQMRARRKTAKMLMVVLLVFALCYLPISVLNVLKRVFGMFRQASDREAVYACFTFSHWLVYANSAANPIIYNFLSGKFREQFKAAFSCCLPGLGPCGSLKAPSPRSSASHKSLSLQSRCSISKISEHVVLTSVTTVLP
OX1R antag-2 – blocks the human orexin 1 receptor; OX1R-expressing cells, FRET antagonist read-out; inhibition, % at 6.6 µM; actives 1.8% (n = 330,000); AID 485270; in the data active = inhibition mostly above about 38%, no sharp cut-off; inactive = mostly below about 40%;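 also: 0% = agonist challenge alone and 100% = reference antagonist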
* = called active by the depositor. Outcome played no part in choosing rows (roughly 2.1% active in at least one column).

CCCCCn1c(N2CCN(c3cccc(Cl)c3)CC2)nc2c1c(=O)[nH]c(=O)n2C was read as OX1R antag-1 -16 and OX1R antag-2 12.
Screening O=C(c1ccc2c(c1)OCCO2)N1CCN(c2ccc([N+](=O)[O-])cc2)CC1 returned OX1R antag-1 -14 and OX1R antag-2 26.
`CCc1cc(CNC(=O)CC2C(=O)NCCN2Cc2ccccc2C(F)(F)F)on1` (centres undefined) gave OX1R antag-1 -18 and OX1R antag-2 5.
Screening COc1ccc(S(=O)(=O)N2CCC(C(=O)Nc3cccc(C(C)=O)c3)CC2)cc1C returned OX1R antag-1 -16 and OX1R antag-2 1.
`Cc1cccc(C(=O)NC2C(=O)NNC2c2ccc(Cl)cc2)c1` (centres undefined) gave OX1R antag-1 4 and OX1R antag-2 11.
For Cc1nnc(SCC(=O)NC2CCCCC2)[nH]c1=O the results were OX1R antag-1 -3 and OX1R antag-2 12.
For CN(CCN(C)C(C)(C)C)C(=O)C(c1ccccc1)c1ccccc1 the results were OX1R antag-1 -11 and OX1R antag-2 12.
CCC(C)NC(=O)c1ccccc1NC(=O)/C(=C/c1ccc(OC)cc1)c1ccccc1 (centres undefined) was read as OX1R antag-1 -51 and OX1R antag-2 14.
Screening CCN(CC(O)CON=C1c2ccccc2-c2ccccc21)S(=O)(=O)c1ccc(C)cc1 (centres undefined) returned OX1R antag-1 26 and OX1R antag-2 73*.
Cc1ccccc1-c1nnc(SCC(=O)N(C)C2CCS(=O)(=O)C2)n1C (centres undefined) was read as OX1R antag-1 -10 and OX1R antag-2 4.
For O=C(CCS(=O)(=O)c1ccccc1)Nc1ccc(-c2nc3ccccc3s2)c(O)c1 the results were OX1R antag-1 1 and OX1R antag-2 6.
For Cc1cc(NC(=O)CSc2nc3cc(Cl)ccc3s2)no1 the results were OX1R antag-1 -9 and OX1R antag-2 18.
`CC(C)CSc1nc2c(=O)[nH][nH]c(=O)c2n1Cc1ccccc1` gave OX1R antag-1 -9 and OX1R antag-2 33.
Screening CC1CN(C(=O)c2c(Br)cnn2C)CC(C)O1 (centres undefined) returned OX1R antag-1 -11 and OX1R antag-2 3.
`CC(C)Cc1nc(N2CCN(C(=O)c3ccco3)CC2)c(C#N)c2c1CCCC2` gave OX1R antag-1 -53 and OX1R antag-2 10.
Screening CCOC(=O)C(/C=C(\C#N)C(=O)OCC)=C(/N)N1CCN(c2c(C)cccc2C)CC1 returned OX1R antag-1 -36 and OX1R antag-2 16.
Screening CCOC(=O)CSc1nc2cc(C(=O)N3CCC(C(N)=O)CC3)ccc2c(=O)n1C1CCCCC1 returned OX1R antag-1 -24 and OX1R antag-2 26.
Screening CCOc1ccc(N(CC(=O)N/N=C/c2cc([N+](=O)[O-])ccc2Cl)S(C)(=O)=O)cc1 returned OX1R antag-1 13 and OX1R antag-2 81*.
`COc1ccc(OCC(=O)NCCC2=CCCCC2)c([N+](=O)[O-])c1` gave OX1R antag-1 -36 and OX1R antag-2 5.
`COc1cc2c(c(OC)c1OC)-c1c(cc(OC)c(OC)c1OC)C[C@](C)(O)[C@@H](C)C2` gave OX1R antag-1 -12 and OX1R antag-2 8.
For Cc1ccc(S(=O)(=O)N2CN(CC3CCCO3)c3nc4ccccc4nc32)c(C)c1 (centres undefined) the results were OX1R antag-1 -44 and OX1R antag-2 0.
For Cc1ccc(Cn2c(C3CCCN3c3nc(-c4cc(Cl)c(N)c(Cl)c4)cs3)nc3cc(Cl)c(Cl)cc32)cc1 (centres undefined) the results were OX1R antag-1 -22 and OX1R antag-2 35.
COC(=O)c1cn(Cc2ccccc2C)nn1 was read as OX1R antag-1 -1 and OX1R antag-2 17.
`N#Cc1ccccc1OCC(=O)NCc1ccccc1CN1CCCC1` gave OX1R antag-1 -17 and OX1R antag-2 2.
CC(C)OCCCNC(=O)COc1ccc2oc3c(c2c1)CCCC3 was read as OX1R antag-1 -23 and OX1R antag-2 3.
`COc1ccc2cc(C#N)c(SCC(=O)Nc3nonc3C)nc2c1` gave OX1R antag-1 7 and OX1R antag-2 27.
`COC(=O)/N=C(/Cc1ccc(OC)cc1)c1ccc(OC)cc1` gave OX1R antag-1 -5 and OX1R antag-2 13.
Cc1cc(C)cc(NC(=S)Nc2ccc(Cl)c(Cl)c2)c1 was read as OX1R antag-1 -2 and OX1R antag-2 13.
For O=C(NCc1ccccc1)C1CCC1 the results were OX1R antag-1 1 and OX1R antag-2 14.
Screening COc1cc(C(=O)Nc2cccc(C(C)=O)c2)cc(OC)c1OC returned OX1R antag-1 -18 and OX1R antag-2 17.
Screening O=C(NC(=S)Nc1ccc(S(=O)(=O)N2CCCCCC2)cc1)c1cccs1 returned OX1R antag-1 3 and OX1R antag-2 32.
Screening O=C(NC(=S)Nc1ccccc1C(=O)O)c1ccc2ccccc2c1 returned OX1R antag-1 -11 and OX1R antag-2 18.
Screening COc1ccccc1NC(=O)C1=C(C)NC(=O)NC1c1ccc(C)s1 (centres undefined) returned OX1R antag-1 -19 and OX1R antag-2 8.
`COC(=O)CCCC(=O)N(C)CC1CCCN(CCc2ccccc2C)C1` (centres undefined) gave OX1R antag-1 -34 and OX1R antag-2 10.
Cc1cc(N/N=C/c2ccc(Cl)cc2)nc(NCc2ccccc2)n1 was read as OX1R antag-1 -44 and OX1R antag-2 13.
For Cc1ccc(N=C2NC(=O)/C(=C/c3cccn3C)S2)c(C)c1 the results were OX1R antag-1 -31 and OX1R antag-2 9.
O=C(NC1CCCC1)C(c1ccc(N2CCOCC2)cc1)N(C(=O)c1ccco1)c1ccccc1F (centres undefined) was read as OX1R antag-1 -10 and OX1R antag-2 7.
For COc1cc(NC(=O)c2ccc(S(=O)(=O)N(C)c3ccccc3OC)cc2)cc(OC)c1 the results were OX1R antag-1 12 and OX1R antag-2 15.
For CC(C)(C)c1cc(C(=S)N2CCN(CCO)CC2)cc(C(C)(C)C)c1O the results were OX1R antag-1 -3 and OX1R antag-2 8.
`COC(=O)CNC(c1ccccc1)c1cc(Br)ccc1NC(=O)CCN1CCOCC1` (centres undefined) gave OX1R antag-1 -19 and OX1R antag-2 11.

Ordered by SMILES length (descending): 13 of the compounds above
For Cc1ccc(Cn2c(C3CCCN3c3nc(-c4cc(Cl)c(N)c(Cl)c4)cs3)nc3cc(Cl)c(Cl)cc32)cc1 (centres undefined) the results were OX1R antag-1 -22 and OX1R antag-2 35.
O=C(NC1CCCC1)C(c1ccc(N2CCOCC2)cc1)N(C(=O)c1ccco1)c1ccccc1F (centres undefined) was read as OX1R antag-1 -10 and OX1R antag-2 7.
For COc1cc(NC(=O)c2ccc(S(=O)(=O)N(C)c3ccccc3OC)cc2)cc(OC)c1 the results were OX1R antag-1 12 and OX1R antag-2 15.
For Cc1ccc(S(=O)(=O)N2CN(CC3CCCO3)c3nc4ccccc4nc32)c(C)c1 (centres undefined) the results were OX1R antag-1 -44 and OX1R antag-2 0.
For CC(C)(C)c1cc(C(=S)N2CCN(CCO)CC2)cc(C(C)(C)C)c1O the results were OX1R antag-1 -3 and OX1R antag-2 8.
Screening COc1ccccc1NC(=O)C1=C(C)NC(=O)NC1c1ccc(C)s1 (centres undefined) returned OX1R antag-1 -19 and OX1R antag-2 8.
For Cc1ccc(N=C2NC(=O)/C(=C/c3cccn3C)S2)c(C)c1 the results were OX1R antag-1 -31 and OX1R antag-2 9.
Screening COc1cc(C(=O)Nc2cccc(C(C)=O)c2)cc(OC)c1OC returned OX1R antag-1 -18 and OX1R antag-2 17.
`COc1ccc2cc(C#N)c(SCC(=O)Nc3nonc3C)nc2c1` gave OX1R antag-1 7 and OX1R antag-2 27.
CC(C)OCCCNC(=O)COc1ccc2oc3c(c2c1)CCCC3 was read as OX1R antag-1 -23 and OX1R antag-2 3.
`N#Cc1ccccc1OCC(=O)NCc1ccccc1CN1CCCC1` gave OX1R antag-1 -17 and OX1R antag-2 2.
COC(=O)c1cn(Cc2ccccc2C)nn1 was read as OX1R antag-1 -1 and OX1R antag-2 17.
For O=C(NCc1ccccc1)C1CCC1 the results were OX1R antag-1 1 and OX1R antag-2 14.

Next part.
`NCc1nc(-c2ccc(Cl)cc2)no1` gave OX1R antag-1 1 and OX1R antag-2 7.
Screening CN(C)C(=O)C1Cc2ccccc2CN1S(=O)(=O)c1cccs1 (centres undefined) returned OX1R antag-1 -15 and OX1R antag-2 16.
`CCCCN(CC)C(=O)c1ccccc1Oc1ccccc1` gave OX1R antag-1 -12 and OX1R antag-2 22.
`COC(=O)CCC(=O)c1ccn(S(=O)(=O)c2ccccc2)c1` gave OX1R antag-1 -25 and OX1R antag-2 16.
`CCNC(=S)NNC(=O)C(c1ccccc1)c1ccccc1` gave OX1R antag-1 -27 and OX1R antag-2 26.
`Cc1csc2c(N3CCN(C(=O)NC(C)(C)C)CC3)ncnc12` gave OX1R antag-1 -16 and OX1R antag-2 9.
Screening CC(=O)Oc1ccc(/C=C(\NC(=O)c2cccc(Br)c2)C(=O)Nc2ccc(C(=O)O)cc2)cc1 returned OX1R antag-1 -7 and OX1R antag-2 1.
For COC(=O)Cn1c(CCS(=O)(=O)c2ccc(C)c(C)c2)nc2ccccc21 the results were OX1R antag-1 -16 and OX1R antag-2 10.
Cc1cccc(NC(=S)N2CCN(C(=O)c3ccco3)CC2)c1 was read as OX1R antag-1 -13 and OX1R antag-2 21.
`Nc1cc(=O)[nH]c(SCC(=O)Nc2ccc(Oc3ccccc3)cc2)n1` gave OX1R antag-1 3 and OX1R antag-2 8.
CC1(C)CC(=O)C=C(c2ccc(Oc3ccccc3)cc2)C1 was read as OX1R antag-1 -4 and OX1R antag-2 5.
CCC1CN(C(=O)N2CCC(C(=O)NCc3ccccc3C)CC2)c2ccccc2O1 (centres undefined) was read as OX1R antag-1 -40 and OX1R antag-2 11.
Screening CC(=O)Nc1ccc(CNC(=O)C[N+]2(C)CCOCC2)cc1 returned OX1R antag-1 -10 and OX1R antag-2 9.
`CC(C)(C)C1c2[nH]c3ccccc3c2CCN1CCCn1cccn1` (centres undefined) gave OX1R antag-1 -7 and OX1R antag-2 8.
For O=C(CN1c2ccccc2Sc2ccccc21)N/N=C/c1ccc(Cl)cc1Cl the results were OX1R antag-1 -15 and OX1R antag-2 8.
For O=C(NC1CCSc2ccccc21)c1cc([N+](=O)[O-])ccc1N1CCOCC1 (centres undefined) the results were OX1R antag-1 -29 and OX1R antag-2 13.
COc1cc(NC(=O)COc2ccccc2Cl)ccc1NC(=O)c1cccs1 was read as OX1R antag-1 -13 and OX1R antag-2 28.
For Cc1ccc(SCc2cn3cccnc3n2)cc1 the results were OX1R antag-1 4 and OX1R antag-2 10.
`Nc1ncnc2nc(SCCc3ccccc3)[nH]c12` gave OX1R antag-1 2 and OX1R antag-2 7.
`Cc1csc2c(=O)n3c(nc12)CCCCC3` gave OX1R antag-1 -12 and OX1R antag-2 19.
Screening CC1C=CCC2C(=O)N(c3cccc(C(=O)NCCc4ccccc4)c3)C(=O)C12 (centres undefined) returned OX1R antag-1 -20 and OX1R antag-2 18.
Screening Cc1ccc(NC(=S)Nc2cccc3ccccc23)cc1F returned OX1R antag-1 -9 and OX1R antag-2 17.
For COc1ccc(OC)c(NC(=O)Cn2cccc2)c1 the results were OX1R antag-1 -1 and OX1R antag-2 5.
Screening Nc1c(N(Cc2ccccc2)C(=O)COc2cccc(Cl)c2)c(=O)[nH]c(=O)n1Cc1ccccc1 returned OX1R antag-1 -24 and OX1R antag-2 27.
Screening COc1cccc(C2C(C#N)=C(N)Oc3cc(C)[nH]c(=O)c32)c1OC (centres undefined) returned OX1R antag-1 2 and OX1R antag-2 7.
`CNC(=O)/C(C#N)=C/c1c(N2CCCCCC2)nc2ccccn2c1=O` gave OX1R antag-1 -30 and OX1R antag-2 22.
For CCOC(=O)c1cc(-c2ccccc2)sc1NC(=O)c1ccc(OC)cc1 the results were OX1R antag-1 -12 and OX1R antag-2 23.
`CCc1nc2ccc(C(=O)N3CCN(c4cccc(C(F)(F)F)c4)CC3)cc2nc1CC` gave OX1R antag-1 -46 and OX1R antag-2 1.
`CN(/C(=N/S(=O)(=O)c1cccs1)c1ccccc1)c1ccc(O)cc1` gave OX1R antag-1 -5 and OX1R antag-2 9.
`O=C(c1ccccc1)N1CCN(Cc2ccccc2)CC1` gave OX1R antag-1 -6 and OX1R antag-2 0.
For COc1ccc(NC(=O)C(c2cc3c(cc2[N+](=O)[O-])OCO3)N(C)C)cc1 (centres undefined) the results were OX1R antag-1 -10 and OX1R antag-2 27.
Cn1c(NCC(O)c2ccccc2)nc2c1c(=O)n(Cc1ccc(Cl)c(Cl)c1)c(=O)n2C (centres undefined) was read as OX1R antag-1 -18 and OX1R antag-2 -8.
Screening O=C(CSc1nc2ccccc2s1)CSc1nc2ccccc2s1 returned OX1R antag-1 -23 and OX1R antag-2 45*.
Screening COc1cc(-c2nnc(SCC(=O)c3ccc(C)cc3)o2)cc(OC)c1OC returned OX1R antag-1 -17 and OX1R antag-2 12.
Screening CC(C)COC(=O)C(C)Nc1n[nH]c(=S)[nH]c1=O (centres undefined) returned OX1R antag-1 -1 and OX1R antag-2 4.
CCOC(=O)c1c(C=O)c2ccccc2n1CC was read as OX1R antag-1 -22 and OX1R antag-2 29.
For Cc1ccc(SCCNCc2ccco2)cc1 the results were OX1R antag-1 -3 and OX1R antag-2 15.
`O=C(Nc1cccc(Cl)c1)Nc1nnc(-c2ccccc2)o1` gave OX1R antag-1 -14 and OX1R antag-2 20.
COc1cccc(NC(=O)Cc2nnc(SCC(=O)NC3CCCCC3)n2C)c1 was read as OX1R antag-1 -2 and OX1R antag-2 12.
Screening CC(C)OCCCNC(=O)c1c(N)n(/N=C/c2cccs2)c2nc3ccccc3nc12 returned OX1R antag-1 -28 and OX1R antag-2 17.
COc1ccc(CC2(CO)CCN(Cc3nc(C(C)C)cs3)CC2)cc1 was read as OX1R antag-1 -28 and OX1R antag-2 18.
Screening CCOC(=O)c1c(S(=O)(=O)N2CCCC2)c(C)n(C)c1C returned OX1R antag-1 -4 and OX1R antag-2 18.
For Cc1cc(Br)ccc1NC(=O)CNC(=O)CSc1n[nH]c(N)n1 the results were OX1R antag-1 -5 and OX1R antag-2 3.
Cn1c(N)nc2ccccc2c1=O was read as OX1R antag-1 0 and OX1R antag-2 33.
